Assay outcomes from PubChem.
LANA DNA inh = blocks KSHV LANA C-terminal domain binding to DNA. hit rate 0.078% among 340,000. AID 504423. MBP-C-LANA/FAM-LBS DNA binding, fluorescence polarization. inhibition, % at 9 µM;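 active means highest replicate inhibition at or above 60% at 9 µM, even if other replicates fall short; inactive means all replicates below 60% inhibition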;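 further: 0% = neutral control wells and 100% = 4 µM acridine orange control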
cardiac RTF act = increases calcium sensitivity of human cardiac regulated thin filaments | activation, % at 7.2 µM | IANBD-labeled TnC RTF fluorescence at EC20 calcium; 0% EC20 calcium, 100% full calcium | P19429+P45379 | AID 493008 | hit rate 0.24% among 340,000;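 active means activation above the mean over all tested compounds plus 3 SD, cut at about 30% in these data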;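 further: rise in fluorescence read as greater calcium sensitivity of cardiac thin filaments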
OPRM1-OPRD1 inv = mu-delta opioid heterodimer inverse agonism; cell-based MOR-DOR heterodimer luminescence; inhibition, % at 9.3 µM; hit rate 0.21% among 340,000; AID 504357; in the data active means inhibition above about 22%, passing the limit was not always enough;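 further: 0% = cells with DMSO and 100% = wells without cells with DMSO; values of inactives mirror those of a sister screen read the other way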
Target sequence (P35372 whole entry, looked up): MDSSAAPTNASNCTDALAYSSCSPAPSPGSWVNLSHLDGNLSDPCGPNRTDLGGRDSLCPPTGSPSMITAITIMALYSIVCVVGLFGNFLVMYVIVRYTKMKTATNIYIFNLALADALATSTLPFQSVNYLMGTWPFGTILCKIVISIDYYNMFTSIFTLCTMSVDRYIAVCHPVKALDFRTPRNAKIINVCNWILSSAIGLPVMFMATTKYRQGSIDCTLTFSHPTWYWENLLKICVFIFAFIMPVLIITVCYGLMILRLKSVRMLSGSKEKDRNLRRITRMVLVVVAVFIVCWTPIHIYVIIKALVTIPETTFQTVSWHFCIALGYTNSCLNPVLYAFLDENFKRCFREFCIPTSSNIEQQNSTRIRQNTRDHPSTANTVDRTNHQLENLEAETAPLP
Target sequence (P41143 whole entry, looked up): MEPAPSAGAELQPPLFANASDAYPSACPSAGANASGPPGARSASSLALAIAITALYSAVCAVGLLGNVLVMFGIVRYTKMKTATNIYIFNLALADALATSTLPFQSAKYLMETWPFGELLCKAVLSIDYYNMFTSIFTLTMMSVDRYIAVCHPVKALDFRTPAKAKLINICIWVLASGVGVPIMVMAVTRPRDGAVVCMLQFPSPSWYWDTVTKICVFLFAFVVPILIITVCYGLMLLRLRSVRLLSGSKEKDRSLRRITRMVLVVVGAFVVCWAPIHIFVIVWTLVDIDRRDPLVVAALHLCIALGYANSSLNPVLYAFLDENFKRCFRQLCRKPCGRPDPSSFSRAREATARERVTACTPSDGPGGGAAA
Keap1 Nrf2 FP = disrupts human Keap1 binding to Nrf2 peptide; Q14145; Keap1 Kelch-Nrf2 peptide fluorescence polarization, 1536-well; inhibition, % at 9.4 µM; hit rate 0.15% among 340,000; AID 504523; in the data active means inhibition above about 12%;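 further: human Keap1 Kelch domain with fluorescein labeled Nrf2 9mer peptide probe; 0% = neutral control wells and 100% = peptide positive control; higher means more block of Keap1 binding to Nrf2 peptide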
MOR-DOR ag = agonists of human mu-delta opioid receptor heterodimerization | cells, OPRM1-OPRD1 heterodimerization, luminescence | P35372+P41143 | AID 504326 | hit rate 0.3% among 340,000 | activation, % at 9.3 µM; in the data active means activation above about 18%;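 further: 0% = vehicle-treated cells and 100% = reference agonist; values of inactives mirror those of a sister screen read the other way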
RTF Ca sens inh = cardiac RTF calcium desensitization. P19429+P45379. IANBD-labeled cardiac RTF, Ca2+ fluorescence. inhibition, % at 7.15 µM. hit rate 0.12% among 340,000. AID 493244;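 active means inhibition above the mean inhibition of all tested compounds plus 3 SD, cut at about 17% in these data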;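 further: assay run at fixed EC70 calcium of 1.6 mM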
V-ATPase pHluor = regulators of yeast V-ATPase proton transport; response, % at 10 µM; S. cerevisiae, pHLuorin cytosolic pH fluorescence; hit rate 0.37% among 350,000; in the data active means response mostly above about 7.3%, no sharp cut-off; inactive means mostly below about 5.4%; further: actives read high; inactives centre near 0; some compounds called inactive have numbers as strong as hits; reference of the scale not given here
HTR5A inv ag = HTR5A inverse agonism, opioid heterodimer counter-screen; inhibition, % at 9.3 µM; hit rate 0.083% among 340,000; P47898; HTR5A cell line, luminescence; in the data active means inhibition mostly above about 23%, no sharp cut-off; inactive means mostly below about 18%;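 further: 0% = cells with DMSO and 100% = no-cell wells with DMSO; some compounds called inactive have numbers as strong as hits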
CAL PDZ FP = inhibitors of human CAL PDZ peptide binding | Q9HD26 | purified CAL PDZ, TMR-peptide fluorescence polarization, 1 h | inhibition, % at 24.9 µM | hit rate 0.92% among 300,000;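 active means mean inhibition of at least 30% with at least half of replicates also reaching 30%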;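 further: 0% = DMSO neutral control and 100% = excess unlabeled competitor peptide PRC23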
HTR5A ag ctr = HTR5A agonism, opioid heterodimer counter-screen. HTR5A agonist assay, luminescence, cell-based. activation, % at 9.3 µM. hit rate 0.61% among 340,000; in the data active means activation mostly above about 9.5%, no sharp cut-off; inactive means mostly below about 7.6%;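 further: 0% = cells with vehicle only and 100% = reference agonist; strong numbers were not always called active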
Starred values were filed as active, the others as inactive; nt = no result given.

mol	LANA DNA inh	cardiac RTF act	OPRM1-OPRD1 inv	Keap1 Nrf2 FP	MOR-DOR ag	RTF Ca sens inh	V-ATPase pHluor	HTR5A inv ag	CAL PDZ FP	HTR5A ag ctr
Cn1c(SCC(=O)N2c3ccccc3CCc3ccccc32)nnc1-c1cc2ccccc2cc1O	0.3	6	-7	1	1.3	2	1	6	0	-2
O=C(Nc1nc2c(s1)CCCC2)c1ccc(S(=O)(=O)N2CCCc3ccccc32)cc1	-0.1	-9	-2	-4	0.5	-5	-6	21	0	7
CN1CCN(CCC(=O)Nc2ccc(OCc3ccccc3)cc2)CC1	0.5	-2	13	-3	-2.5	0	-2	-7	-3	2
CCCc1[nH]nc2c1C(CCc1ccccc1)C(C#N)=C(N)O2 (configuration not stated)	-2.4	2	15	1	-2.8	11	-9	-9	-3	-3
Cc1occc1C(=O)NCc1cccs1	0.6	6	17	-2	-3.5	3	-1	-7	-2	3
O=C(Nc1ccc2[nH]c(=O)[nH]c2c1)c1ccc([N+](=O)[O-])o1	-0.6	-1	-4	-3	0.9	-4	6	14	-6	-5
CNCCCCOc1ccccc1-c1ccccc1	-1.1	-10	0	-7	0.0	-11	-9	11	-1	9.9*
COC(C/C=C\[C@H](O)[C@H](C)OCc1ccccc1)OC	1.5	1	17	2	-3.2	-6	-3	15	-3	-3
O=S1(=O)CC(O)C(Nc2ccccc2)C1 (configuration not stated)	-2.8	-6	-4	1	0.7	5	-3	17	-2	4
Cc1coc2c(C)c3oc(=O)c(CCC(=O)NCCCN4CCCC4=O)c(C)c3cc12	0.2	3	9	-2	-1.7	4	-1	-9	1	1
Cc1ccccc1NC(=O)CCC(=O)N/N=C/c1ccncc1	-1.2	-16	19	-2	-3.6	-10	0	-2	2	4
Cc1ccc(C)c(S(=O)(=O)N2CCN(C(=O)c3ccc(N4CCCC4)c([N+](=O)[O-])c3)CC2)c1	-2.2	0	6	-4	-1.1	-9	-1	19	2	-3
O=S(=O)(c1cccs1)N1CCC(Cc2ccccc2)CC1	-1.1	1	-5	-1	0.8	-12	-2	-19	nt	-1
CNc1cnn(-c2ccc(C)cc2)c(=O)c1Cl	2.8	2	12	2	-2.7	-11	-4	3	-1	5
Cc1ccc2cc(C#N)c(NCCNC(=O)C3CCC3)nc2c1C	-0.7	1	6	0	-1.2	-2	8	-3	1	4
CCOc1ccccc1C(=O)NC(C)c1ccc2c(c1)OCO2 (configuration not stated)	-1.9	2	6	-2	-1.1	-6	-1	-7	nt	2
COC1=C(NCc2ccc3c(c2)OCO3)C(=O)C(OC)=C(NCc2ccc3c(c2)OCO3)C1=O	-0.5	1	5	1	-0.9	-3	1	6	-3	-1
COc1ccc(C(=O)Nc2ccccc2C(=O)NC(Cc2ccc(O)cc2)C(=O)NNC(=O)c2ccncc2)cc1 (configuration not stated)	1.3	1	12	0	-2.4	-5	1	2	-3	-1
CCn1c(SCC(=O)N2CCCc3ccccc32)nc2cccnc21	1.5	-5	-5	0	0.9	-16	-2	-27	0	0
COc1ccc(C)cc1NC(=O)c1ccc(-c2ccc(C(C)=O)cc2)o1	-1.4	1	4	-3	-0.8	2	0	-7	1	3
CC(OC(=O)c1ccc(NC(=O)CC#N)cc1)C(=O)NC(=O)NC1CCCCC1 (configuration not stated)	-2.4	-4	11	2	-2.8	0	2	-10	nt	4
Cc1ccccc1Cn1ccc(NC(=O)c2onc(C)c2Cl)n1	-1.0	3	12	2	-2.2	-6	9	-3	nt	1
O=C1CSC(c2ccccc2F)N1c1ccccc1 (configuration not stated)	-2.1	-2	-11	-5	1.9	-8	0	-6	nt	-5
COCCN1CCn2c(nc3cc(NC(C)=O)ccc32)C1	0.9	3	nt	5	nt	-5	1	nt	0	nt
Cc1cc(C)c(S(=O)(=O)NCc2ccncc2)c(C)c1	-1.1	6	-12	-1	1.9	-4	2	-26	-4	5
CCOC(=O)C1=NN(c2ccccc2)C2(S1)SC(C(C)=O)=C(C)N2c1ccccc1 (configuration not stated)	2.1	-1	-19	0	3.1	5	1	-2	10	-3
O=C(N/N=C/c1cc(Br)cs1)c1ccccc1[N+](=O)[O-]	1.3	-4	9	6	-1.5	-3	7	7	-3	-3
CCOc1ccc(-c2n[nH]c(C)c2Oc2ccccc2OC)c(O)c1	-1.2	-1	-40	-3	7.2	-15	2	-10	-1	0
COC(=O)c1c(NC(=O)C(C)(C)C)sc2c1CCN(Cc1ccccc1)C2	-0.5	7	-19	-4	3.3	-13	-1	25	2	4
CCCCC1C(=O)N(c2ccccc2)N(c2ccc(O)cc2)C1=O (configuration not stated)	-2.1	8	23	-125	-4.1	7	-4	11	1	-6
CCC(C)[C@H](NC(=O)N1CC(=O)Nc2ccccc21)C(=O)N[C@@H](C(=O)O)c1ccccc1 (some centres not stated)	-2.8	-3	-1	7	0.2	-9	-3	4	7	1
COc1cc(/C=C/C(=O)OCC(=O)Nc2ccc3c(c2)OCCO3)ccc1O	-2.0	2	18	-2	-3.4	0	6	-6	-2	4
CC(=O)Nc1ccc(OCC(O)CN2CCN(c3ccc(F)cc3)CC2)cc1 (configuration not stated)	nt	1	4	4	-0.6	-10	3	-17	6	4
O=C(NC1CCCC1)C1CCN(S(=O)(=O)c2cccc3cccnc23)CC1	0.1	-3	13	2	-2.7	-12	0	21	-2	3
CCOC(=O)C1(CCOc2ccccc2)CCN(CC(O)CO)CC1 (configuration not stated)	1.1	-6	17	-1	-3.2	-10	1	-5	-6	2
Cc1nc(C)c(-c2csc(Nc3ccc(O)cc3C)n2)s1	-0.7	0	11	-2	-2.3	0	6	-39	3	0
Cc1cc(=O)n2nc(N3CCCC(C(=O)N4CCc5ccccc54)C3)sc2n1 (configuration not stated)	2.0	4	5	-3	-0.8	-2	3	7	0	-3
COc1ccc(S[C@@H](CCN2CC[C@H](NC(=O)OCc3ccccc3)CCC2=O)c2ccccc2)cc1	1.9	6	-5	-7	0.9	-11	0	-26	1	-1
COc1cccc(C(=O)NC2CC(C)(C)NC(C)(C)C2)c1OC	1.2	5	12	3	-2.6	-4	-2	-14	-1	4
CC1CC(C)CN(C(=O)CCNC(=O)Cn2ccc3ccccc3c2=O)C1 (configuration not stated)	-1.3	-3	-4	3	0.5	10	-4	14	nt	-5
Nc1ncnc(Sc2ncccn2)c1[N+](=O)[O-]	1.9	0	2	7	-0.5	-2	2	-1	-1	0
Cc1ccccc1Cc1c(C)nc2nc(SCC(=O)NCCCN3CCCCC3)nn2c1C	1.0	2	3	-7	-0.7	7	-1	5	-7	-2
Cc1nn(Cc2ccc(F)cc2)c(C)c1NC(=O)c1nn(C)cc1Cl	-0.3	14	19	-4	-3.3	-8	6	12	2	2
CCc1ccc(NC(=O)Cn2c(=O)n(CCC(=O)NC3CCN(Cc4ccccc4)CC3)c(=O)c3ccccc32)cc1	0.8	-2	14	-2	-2.8	-1	-1	18	5	0
Cc1ccc(N2CC(C(=O)Nc3nnc(SCCC4OCCO4)s3)CC2=O)cc1 (configuration not stated)	-1.2	-6	-16	-1	2.9	3	2	-4	-12	-1
CCN(CC)CCCNCC(=O)Nc1cc(C)on1	1.8	1	10	1	-1.8	-5	-2	35	-27	0
COc1ccc(OC)c(C=NNC(=O)c2ccccc2NS(=O)(=O)c2cccs2)c1	-1.2	-5	15	-4	-3.5	0	-1	2	-3	-1
COc1ccc(CN2CCCC(CO)(Cc3ccc(F)cc3)C2)c(OC)c1OC (configuration not stated)	-0.9	-1	2	6	-0.4	-4	0	8	-2	-2
COCCN(C(=O)Nc1ccc(OC)cc1OC)C1CCN(C(C)=O)CC1	-0.3	4	3	-3	-0.5	-6	0	-3	3	1
O=C(Nc1cccc2ccccc12)C12CC3CC(C1)CC(n1cnc([N+](=O)[O-])n1)(C3)C2	0.7	-6	10	2	-2.4	-8	4	-2	-6	1
COCC(=O)Nc1ccc(OCc2ccccc2)cc1	-0.1	5	11	-5	-2.1	1	-1	-18	-2	5
CCOc1cc(NC(=S)NCCCN2CCOCC2)c(OCC)cc1NC(=O)c1cccs1	2.2	-7	14	4	-2.7	-1	-1	-13	0	5
O=[N+]([O-])c1ccc(O)c(Nc2ncnc3ccccc23)c1	1.1	4	22	1	-4.7	-15	1	4	1	-1
CSc1c(C#N)c(N)nc2sc(C(=O)c3ccccc3)c(N)c12	9.5	9	6	-4	-1.1	-9	-1	25	-5	3
O=C(COc1ccc2ccccc2c1)Nc1cccc(C(=O)Nc2ccccc2C(=O)O)c1	4.4	-7	17	2	-3.3	16	2	-12	-8	3
COc1ccccc1N1CCN(C2CCCN(Cc3cccc(O)c3)C2)CC1 (configuration not stated)	-0.8	-3	-3	-5	0.7	6	5	5	-6	-1
Cc1nnc(-c2cnn(C)c2N)n1Cc1ccccc1F	0.0	4	0	-4	0.0	-9	-2	17	-1	2

Compounds were not picked by outcome. About 2.8% of those tested had a hit in this group.
